ERAP1 inh: inhibitors of human ERAP1 aminopeptidase; Q9NZ08; recombinant ERAP1, Leu-AMC fluorescence, 60 min; inhibition, % at 10.7 µM; 0.15% of 340,000 active; AID 652197;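 active means mean replicate inhibition of at least 30%, or all replicates individually reaching that 30% level; inactive means mean below 30% and not every replicate reaching it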;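 further: 0% = neutral control wells and 100% = L-leucinethiol positive control wells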
CASP6 VEID inh: inhibitors of human caspase-6; inhibition, % at 12.5 µM; 0.53% of 350,000 active; P55212; purified caspase-6, Z-VEID-R110 cleavage fluorescence;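 active means mean inhibition across replicates at least about 35%, with every replicate also reaching that limit, limit read from the data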;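 further: 0% = median of neutral control wells and 100% = no fluorescence left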
Target sequence (P55212 24-179 limits assumed): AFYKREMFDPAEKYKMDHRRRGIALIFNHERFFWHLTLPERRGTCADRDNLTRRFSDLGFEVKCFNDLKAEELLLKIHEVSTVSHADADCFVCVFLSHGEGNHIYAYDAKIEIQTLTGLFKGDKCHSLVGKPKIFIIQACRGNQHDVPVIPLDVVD
Target sequence (P55212 194-293 limits assumed): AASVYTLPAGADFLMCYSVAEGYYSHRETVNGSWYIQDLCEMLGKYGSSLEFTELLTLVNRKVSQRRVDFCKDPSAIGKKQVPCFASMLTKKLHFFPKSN
SIRT5 inh: inhibitors of human sirtuin-5 desuccinylase; Q9NXA8; 1.1% of 330,000 active; inhibition, % at 15 µM; Purified SirT5, succinyl-peptide AMC, trypsin-coupled fluorescence; in the data active means inhibition above about 15%
Target sequence (Q9NXA8 whole entry, looked up): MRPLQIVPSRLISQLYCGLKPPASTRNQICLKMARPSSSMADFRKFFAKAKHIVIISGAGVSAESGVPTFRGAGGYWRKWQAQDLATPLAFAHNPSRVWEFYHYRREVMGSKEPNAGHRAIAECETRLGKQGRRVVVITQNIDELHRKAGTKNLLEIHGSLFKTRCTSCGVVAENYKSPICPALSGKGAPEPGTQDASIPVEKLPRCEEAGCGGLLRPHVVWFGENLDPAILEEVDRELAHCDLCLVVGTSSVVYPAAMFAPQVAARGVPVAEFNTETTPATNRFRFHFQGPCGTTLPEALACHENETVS
DENV2 CPE rescue: DENV2-induced cell death inhibition; DENV2-infected cells, cytopathic effect rescue, plate reader; CPE inhibition, % at 9.99 µM; 1.7% of 350,000 active; AID 651640; in the data active means CPE inhibition above about 20%, passing the limit was not always enough; tested in BHK-21 cells;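 further: 0% = median of neutral control wells and 100% = median of positive control wells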
CFTR F508del cor: correctors of CFTR F508del function in bronchial epithelial cells. CFBE cells, YFP halide quenching; stimulated with forskolin plus potentiator P3; % fluorescence drop versus neutral controls. activity (quench increase), % at 7.58 µM. 0.36% of 350,000 active. AID 720511;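 active means mean added fluorescence quench of at least 8% versus neutral control, with both replicates also reaching 8%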;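 further: cells transiently co-express mutant CFTR-F508del with the halide-sensitive YFP; corrector assay measuring rescue of mutant channel to the surface after 24 h compound exposure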
ERp5 inh: inhibitors of human ERp5. inhibition, % at 9.99 µM. Q15084. 0.05% of 350,000 active. AID 651711. ERp5 insulin aggregation, absorbance 650 nm, 90 min;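 active means mean replicate inhibition above about 25%, with every replicate also reaching it, limit read from the data, passing the limit was not always enough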
Target sequence (Q15084 whole entry, looked up): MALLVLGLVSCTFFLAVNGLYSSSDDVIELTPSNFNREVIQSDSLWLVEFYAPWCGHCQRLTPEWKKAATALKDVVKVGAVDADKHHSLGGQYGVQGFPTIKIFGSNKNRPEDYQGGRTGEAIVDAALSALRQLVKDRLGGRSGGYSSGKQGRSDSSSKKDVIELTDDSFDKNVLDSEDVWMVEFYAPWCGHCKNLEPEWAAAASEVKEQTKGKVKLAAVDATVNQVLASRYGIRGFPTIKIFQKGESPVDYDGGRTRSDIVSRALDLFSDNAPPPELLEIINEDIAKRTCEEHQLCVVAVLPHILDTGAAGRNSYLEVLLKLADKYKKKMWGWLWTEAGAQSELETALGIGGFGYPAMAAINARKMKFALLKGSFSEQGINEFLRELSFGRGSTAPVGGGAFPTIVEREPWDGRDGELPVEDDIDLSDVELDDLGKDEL
miR122 inh: miR-122 inhibition in Huh7 cells. activation (reporter increase), % at 12.5 µM. 0.3% of 340,000 active. Huh7 miR-122 Renilla luciferase sensor, 48 h; neutral wells = 0, positive control = 100. AID 602342;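 active means mean replicate activation score at least 90 and every replicate individually at or above 90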;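 further: higher luciferase means less miR-122 activity so hits act as miR-122 inhibitors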
* hit, by the source's call; / = not tested or not shown; [ ] = another dose, or the depositor's remark.

SMILES | ERAP1 inh | CASP6 VEID inh | SIRT5 inh | DENV2 CPE rescue | CFTR F508del cor | ERp5 inh | miR122 inh
CC(c1ccccc1)C1CC(=O)N(c2ccccc2)C1=O (configuration not stated) | 2 | -3 | -1 | 9 | -2.2 | -1 | -4
CCC(C)(C)N(C(=O)CCC(=O)Nc1cc(C)on1)C(C(=O)NC(C)(C)C)c1ccc(OC)cc1 (configuration not stated) | 7 | / | -2 | -1 | -4.1 | 2 | -13
Cc1[nH]c(=O)[nH]c(=O)c1NC(=O)c1ccc(OC(C)C)cc1 | 9 | -2 | -1 | 9 | / | -6 | /
C[C@H](CO)N1C[C@H](C)[C@@H](CN(C)C(=O)NC2CCCCC2)Oc2ccc(NC(=O)Nc3ccc4c(c3)OCO4)cc2C1=O | 0 | 0 | -5 | 4 | -3.4 | -1 | 0[16.7 µM]
NCC[C@H]1CC[C@@H](NC(=O)NC2CCCCC2)[C@H](CO)O1 | -2 | -1 | -2 | 0 | -3.6 | 0 | /
Cc1ccc(S(=O)(=O)N2C/C=C\CN(S(=O)(=O)c3ccccc3Br)CC2)cc1 | / | 0 | 0 | 14 | -1.1 | 0 | 12
CC(=O)N(C)c1ccc(NC(=O)Nc2ccc(C)cc2)cc1 | 4 | -1 | -1 | 11 | / | 3 | /
O=C(NCC[C@@H]1CC[C@@H](NC(=O)c2cccnc2)[C@H](CO)O1)Nc1ccc(C(F)(F)F)cc1 | -2 | -86 | 0 | -4 | 2.3 | 7 | /
CC(C)NC(=O)Nc1cccc2c1O[C@H](CN(C)Cc1ccc(-c3ccccc3)cc1)[C@@H](C)CN([C@@H](C)CO)C2=O | 1 | -2 | 0 | -1 | -0.8 | -4 | 0[16.7 µM]
Cc1cc(C)c(C)c(S(=O)(=O)NCCCN2CCCC2=O)c1C | -3 | 2 | 0 | -5 | 0.1 | -3 | 85
Cc1cccc(N2CCN(C(=O)c3ccc(NS(=O)(=O)c4ccc5[nH]c(=O)[nH]c5c4)cc3)CC2)c1C | 0 | 2 | 4 | -4 | -6.8 | 5 | /
C[C@@H]1CN([C@H](C)CO)C(=O)c2cc(NC(=O)Cc3ccccc3)ccc2O[C@@H](C)CCCCO[C@H]1CN(C)C(=O)Nc1ccc2c(c1)OCO2 | / | / | / | 6 | 1.0 | / | -3[16.7 µM]
C[C@H](CO)N1C[C@H](C)[C@H](CN(C)S(C)(=O)=O)Oc2cc(C3=CCCCC3)ccc2S1(=O)=O | -1 | 3 | -3 | 2 | -1.5 | -4 | -9[16.7 µM]
Cc1nn(C)c(C)c1CN(Cc1nc(-c2ccc(F)cc2F)oc1C)C1CC1 | 0 | -2 | -4 | -2 | 1.9 | -1 | -5
COc1cc(NC(=S)NC(=O)c2cccs2)ccc1NC(=O)C(C)C | -2 | 2 | -1 | 4 | -0.8 | 2 | 0
O=C(CSc1nnc(-c2ccco2)o1)c1ccccc1Cl | / | 3 | -1 | 8 | -1.7 | 0 | -5
COCCNC(=O)CN(Cc1ccc(OC)cc1)C(=O)CCC(=O)Nc1nccs1 | 0 | -2 | -2 | -2 | -0.7 | 0 | /
CC(C)(C)c1nnc(NS(=O)(=O)c2ccc(F)cc2)s1 | -1 | 2 | -1 | -3 | 0.8 | 4 | 4
FC(F)C(F)(F)c1cc(-c2ccc(Cl)cc2)n[nH]1 | 6 | -8 | 2 | -3 | -5.3 | -5 | 1
O=c1[nH]n(-c2ccc([N+](=O)[O-])cc2)c(=O)c2ccccc12 | 1 | 2 | 3 | 4 | -1.4 | 2 | /
C[C@@H]1CN([C@H](C)CO)S(=O)(=O)c2ccc(-c3ccc(F)cc3)cc2O[C@@H]1CN(C)CC1CC1 | 3 | -4 | -2 | 13 | -0.7 | 27* | 6[16.7 µM]
CCOC(=O)C1CCN(C(=O)CN(c2ccc(OC)cc2)S(=O)(=O)c2c(C)noc2C)CC1 | / | 1 | / | -2 | -1.0 | 0 | -4
CCCCN(C(=O)CN1C(=O)C2CCCCC2C1=O)c1c(N)n(CCCC)c(=O)[nH]c1=O (configuration not stated) | 0 | 3 | 9 | -7 | -0.3 | 4 | /
O=C(Nc1cccc(Cl)c1)N1C[C@@H]2[C@H](c3ccccc31)[C@H](CO)N2CC1CCOCC1 | 0 | -2 | 1 | 13 | -2.6 | 0 | 71[16.7 µM]
CN(C)/C(=N\S(=O)(=O)c1ccccc1)c1ccc(Cl)cc1 | -2 | -2 | -1 | -4 | 1.9 | 2 | -1
COc1ccc(C(=O)C2C(c3ccc(-c4ccccc4[N+](=O)[O-])o3)NC(=O)NC2(O)C(F)(F)F)cc1 (configuration not stated) | 10 | 9 | -3 | 6 | / | 5 | /
O=C1CC(SCCO)C(=O)N1c1ccccc1 (configuration not stated) | 2 | -5 | -1 | 2 | -2.4 | -1 | -2
COc1cc(C2CC(=O)Oc3cc4c(cc32)OCO4)cc(OC)c1OC (configuration not stated) | / | 1 | -2 | 8 | -2.1 | 3 | 3
COc1ccc(-c2ccnc3nc(Sc4ncc(C(F)(F)F)cc4Cl)nn23)cc1 | 0 | 1 | -31 | -4 | 0.2 | -2 | -1
O=C(Nc1nccs1)c1cc2sccc2n1Cc1ccc(Cl)cc1 | 3 | 2 | 0 | -1 | 0.4 | 1 | -8
Cc1ccsc1C(=O)NCCc1nnc2ccccn12 | -4 | -1 | -6 | 1 | -1.5 | -3 | -1
CCn1c(SCC(=O)Nc2c(C#N)cnn2-c2ccccc2)nnc1-c1cccs1 | 1 | -4 | -2 | -11 | -0.3 | 2 | -3
Cc1ccc(NC(=S)/C(C#N)=C2/Nc3ccccc3S2)cc1 | -3 | 3 | -13 | -9 | 5.9 | -5 | 6
O=C(CCn1nc(-c2ccc(Cl)cc2)ccc1=O)N1CCN(c2ccccc2)CC1 | 0 | / | 0 | 10 | -0.3 | -1 | -5
COc1ccc(C2C(C#N)=C(N)N(N(C)C)C3=C2C(=O)CC(C)(C)C3)cc1OC (configuration not stated) | 1 | 2 | 0 | -4 | 3.0 | -1 | /
CCCCn1c(CCC(=O)O)nc2cc(S(=O)(=O)N3CCCC3)ccc21 | 3 | -5 | / | -9 | 2.0 | 4 | -4
CCN(C(=O)c1ccc(S(=O)(=O)N2CCOCC2)cc1)C1CCS(=O)(=O)C1 (configuration not stated) | -3 | 0 | -5 | -5 | 3.1 | 5 | /
CCN(CC)C(=O)C1=C(C)N(Cc2ccc(F)cc2)C(=O)C(CC(=O)NCCCCc2ccccc2)C1 (configuration not stated) | / | 0 | -1 | -3 | -4.6 | -3 | -2
Cc1cc(NC(=O)c2ccc(C)c([N+](=O)[O-])c2)no1 | -2 | 6 | -2 | 2 | 4.8 | 0 | /
COc1ccc(NC(=O)CCNC(=O)Cn2cnc3sc4c(c3c2=O)CCCC4)c(OC)c1 | 1 | 4 | 1 | -9 | 0.8 | 5 | -1
C[C@@H]1CN([C@@H](C)CO)C(=O)c2cccc(NS(=O)(=O)c3cccs3)c2O[C@H]1CN(C)Cc1ccc(Cl)c(Cl)c1 | 0 | -3 | -2 | -10 | 0.0 | 1 | 0[16.7 µM]
CCN(C(=O)c1cnc(NC(C)C)cc1C(F)(F)F)c1ccc(Cl)cc1 | 0 | 2 | -5 | -4 | -0.1 | / | -6
Cc1noc(C)c1NC(=O)N(C)C[C@@H]1Oc2c(NC(=O)C3CC3)cccc2C(=O)N([C@H](C)CO)C[C@H]1C | 2 | -5 | 1 | -2 | -1.6 | -3 | 2[16.7 µM]
C[C@@H]1CN([C@@H](C)CO)C(=O)c2cccc(NC(=O)C3CC3)c2O[C@@H]1CN(C)Cc1ccc2c(c1)OCO2 | -1 | -1 | 1 | -3 | 1.6 | 2 | 4[16.7 µM]
Cc1ccc(CN2CCC(c3cc(-c4ccc(Cl)cc4)n[nH]3)CC2)cc1 | 0 | 1 | 1 | 19 | 1.6 | -8 | /
COCc1cccc(-c2csc(C(C)(O)c3ccc(OC)cc3)n2)c1 (configuration not stated) | 1 | 2 | / | 0 | -2.0 | 1 | -2
Cc1nnc(SCC(=O)Nc2c(Cl)cccc2Cl)[nH]c1=O | 4 | 0 | -1 | -6 | -6.0 | 6 | -5
Cc1cccc(OCc2n[nH]c(=S)n2-c2ccccc2)c1 | 3 | 0 | 5 | 7 | 1.6 | 5 | /
O=S(=O)(N[C@@H]1CC[C@@H](CCn2cc(C3CC3)nn2)O[C@H]1CO)c1ccc(F)cc1 | 1 | -1 | 1 | -6 | -0.1 | 2 | -8[16.7 µM]
COc1ccc(CN(C)C[C@@H]2OCCCC[C@H](C)Oc3ccc(NC(=O)C4CCCCC4)cc3C(=O)N([C@H](C)CO)C[C@H]2C)cc1 | 3 | 2 | 3 | 3 | 0.2 | -7 | -5[16.7 µM]
Cn1c(N)c(N=Cc2ccccc2)c(=O)n(C)c1=O | 2 | -2 | -1 | 14 | -1.3 | 0 | /
CCCC(=O)Nc1ccc2c(c1)C(=O)N(C)C[C@H](OC)[C@@H](C)CN(C)[C@H](C)CO2 | -5 | -15 | -4 | 2 | 0.2 | 2 | -10[16.7 µM]
COC(=O)[C@@]1(Cc2ccccc2)[C@H]2c3cc(C(=O)N4CCCC4)n(Cc4ccsc4Br)c3C[C@H]2CN1C(=O)c1ccccc1 | -5 | 1 | / | -2 | 1.9 | 7 | /
O=C(C1=C[C@@H](c2coc3ccccc3c2=O)C[C@@H](OCCCCO)O1)N1CCCCCCC1 | -1 | -3 | -2 | -1 | -0.2 | -8 | /
CCOC(=O)C1=C(N)OC2=C(C(=O)CCC2)C1c1ccc(C)s1 (configuration not stated) | 2 | -1 | 1 | / | / | 2 | /
CC(=O)c1ccc(OC(C)C(=O)Nc2cccc(S(=O)(=O)NCc3ccco3)c2)cc1 (configuration not stated) | -3 | 0 | -2 | 4 | -1.5 | 0 | 50
COc1ccc(-c2c(C)nn3c(C(F)(F)F)cc(C)nc23)cc1 | 1 | -1 | -4 | -5 | / | 1 | -5
CCc1nc(N2[C@@H](C#N)[C@@H](c3ccccc3-c3ccc(F)cc3)[C@@H]2CO)sc1C | -2 | 1 | -10 | -1 | -0.8 | -4 | /
Cc1ccc(S(=O)(=O)NCc2ccc(C(=O)NCCCN3CCC(Cc4ccccc4)CC3)cc2)cc1 | -1 | 3 | -2 | 9 | 3.3 | 1 | /
Nc1ccn(CC(=O)NCCCc2ccccc2)c(=O)n1 | -1 | -1 | 0 | -6 | 0.2 | 4 | 1

A different layout for part of the listing above:
CCc1nc(N2[C@@H](C#N)[C@@H](c3ccccc3-c3ccc(F)cc3)[C@@H]2CO)sc1C
- ERAP1 inh = -2
- CASP6 VEID inh = 1
- SIRT5 inh = -10
- DENV2 CPE rescue = -1
- CFTR F508del cor = -0.8
- ERp5 inh = -4
- miR122 inh = /

Cc1ccc(S(=O)(=O)NCc2ccc(C(=O)NCCCN3CCC(Cc4ccccc4)CC3)cc2)cc1
- ERAP1 inh = -1
- CASP6 VEID inh = 3
- SIRT5 inh = -2
- DENV2 CPE rescue = 9
- CFTR F508del cor = 3.3
- ERp5 inh = 1
- miR122 inh = /

Cc1cccc(OCc2n[nH]c(=S)n2-c2ccccc2)c1
- ERAP1 inh = 3
- CASP6 VEID inh = 0
- SIRT5 inh = 5
- DENV2 CPE rescue = 7
- CFTR F508del cor = 1.6
- ERp5 inh = 5
- miR122 inh = /

Cc1nnc(SCC(=O)Nc2c(Cl)cccc2Cl)[nH]c1=O
- ERAP1 inh = 4
- CASP6 VEID inh = 0
- SIRT5 inh = -1
- DENV2 CPE rescue = -6
- CFTR F508del cor = -6.0
- ERp5 inh = 6
- miR122 inh = -5

The list continues:
SMILES | ERAP1 inh | CASP6 VEID inh | SIRT5 inh | DENV2 CPE rescue | CFTR F508del cor | ERp5 inh | miR122 inh
COc1ccccc1NC(=O)CN(c1ccccc1OC)S(=O)(=O)c1ccccc1 | 11 | -4 | -2 | -11 | -1.9 | 2 | 4
CCC1CCCCN1Cc1nc2ccccc2c(=O)n1CC(C)=O (configuration not stated) | 3 | -1 | -5 | -3 | -0.3 | -5 | 7
Oc1ccccc1-c1nc2c3ccccc3c3ccccc3c2[nH]1 | -1 | 1 | -16 | -6 | 5.0 | 2 | /
COc1ccc(C(C(=O)NC2CCCCC2)N(C(=O)Cc2c[nH]c3ccccc23)c2ccccc2C)cc1OC (configuration not stated) | 2 | 11 | -1 | -4 | / | 0 | /
COc1cc(C2=NOC(C(=O)Nc3c(C)n(C)n(-c4ccccc4)c3=O)C2)cc(OC)c1OC (configuration not stated) | / | 2 | -1 | 1 | 3.1 | -5 | -1
